Compound activity (PubChem)
p97 inhibitor – human p97 ATPase inhibition | P55072 | recombinant p97 ATPase, Kinase-Glo ATP luminescence, 3 h | inhibition, % at 8 µM | 0.42% of 220,000 active; in the data active means inhibition above about 15%;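 further: 0% = DMSO vehicle and 100% = wells lacking enzyme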
Cl transport mod – modulators of human KCC2 chloride dependent transport; Q9H2X9; KCC2 cells, thallium flux FluoZin-2 fluorescence; B-score of Tl+ flux slope (higher = more flux/activation; lower = inhibition) at 10 µM; 2.2% of 190,000 active;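 active means thallium flux slope and its plate-corrected score both differing from the plate sample mean at a set confidence after two filtering rounds, in either direction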;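 further: slope of fluorescence scaled to starting intensity during 10 to 20 s after thallium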
Thrombin inh – inhibitors of human thrombin; P00734; alpha-thrombin, Boc-VPR-AMC fluorogenic substrate cleavage; inhibition, % at 5 µM; 0.26% of 220,000 active; AID 1046;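 active means inhibition at or above 40%; inactive means inhibition below 40%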;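 further: 0% = enzyme with no compound and 100% = wells without enzyme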
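Material: human alpha-thrombin enzyme / Medium: pH 7.5 Tris (50 mM) with NaCl 150 mM, Tween 20 0.05% / Compound: single-point dosing at 5 µM, 0.2% DMSO / Incubation: enzyme reaction carried out at room temperature / Detection: AMC fluorescence, 355/460 nm / Read-out basis: percent inhibition scaled between no-compound controls and no-enzyme blanks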
hK5 inh – kallikrein 5 (human) inhibition; Q9Y337; recombinant hK5, fluorogenic AMC substrate cleavage; inhibition, % at 5 µM; 0.59% of 210,000 active; AID 873;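 active means inhibition of 40% or more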;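 further: 0% = enzyme controls without compound and 100% = no-enzyme blanks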
Target sequence (Q9Y337 67-293 limits assumed): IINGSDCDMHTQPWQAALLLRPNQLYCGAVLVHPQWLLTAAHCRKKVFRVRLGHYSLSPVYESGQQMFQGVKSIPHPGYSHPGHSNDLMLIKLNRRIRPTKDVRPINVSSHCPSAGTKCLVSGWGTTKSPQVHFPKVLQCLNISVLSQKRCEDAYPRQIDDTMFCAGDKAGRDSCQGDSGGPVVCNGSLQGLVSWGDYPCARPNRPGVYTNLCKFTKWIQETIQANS
Wee1 degr inh – blocks degradation of human Wee1 kinase | P30291 | HeLa Luc-Wee1K328M stability, luciferase luminescence; 100% = proteasome inhibitor MG132 effect | reporter increase, % at 5 µM | 1.2% of 220,000 active | AID 1321;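 active means activation above the mean of all tested compounds plus 3 SD, set per screening run, cut at about 8.8% in these data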;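 further: cells exposed to compound for 20 h before luminescence read; 0% = DMSO alone and 100% = MG132 at 30 µM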
FXIa inh 1536 – inhibitors of human coagulation factor XIa | P03951 | purified FXIa, Boc-Glu-Ala-Arg-AMC fluorogenic substrate | inhibition, % at 5 µM | AID 798 | 0.14% of 220,000 active;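 active means inhibition of at least 40%; inactive means inhibition below 40%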;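 further: fluorescence of freed AMC excited at 355 nm; 0% = enzyme without compound and 100% = no enzyme blank; many of its hits are not listed in these tables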
Furin inhibitor – inhibitors of human furin | P09958 | purified furin, fluorogenic substrate cleavage | inhibition, % at 30 µM | 0.061% of 220,000 active; in the data active means inhibition above about 25%; further: inactives centre near -15
Target sequence (P09958 108-714 limits assumed): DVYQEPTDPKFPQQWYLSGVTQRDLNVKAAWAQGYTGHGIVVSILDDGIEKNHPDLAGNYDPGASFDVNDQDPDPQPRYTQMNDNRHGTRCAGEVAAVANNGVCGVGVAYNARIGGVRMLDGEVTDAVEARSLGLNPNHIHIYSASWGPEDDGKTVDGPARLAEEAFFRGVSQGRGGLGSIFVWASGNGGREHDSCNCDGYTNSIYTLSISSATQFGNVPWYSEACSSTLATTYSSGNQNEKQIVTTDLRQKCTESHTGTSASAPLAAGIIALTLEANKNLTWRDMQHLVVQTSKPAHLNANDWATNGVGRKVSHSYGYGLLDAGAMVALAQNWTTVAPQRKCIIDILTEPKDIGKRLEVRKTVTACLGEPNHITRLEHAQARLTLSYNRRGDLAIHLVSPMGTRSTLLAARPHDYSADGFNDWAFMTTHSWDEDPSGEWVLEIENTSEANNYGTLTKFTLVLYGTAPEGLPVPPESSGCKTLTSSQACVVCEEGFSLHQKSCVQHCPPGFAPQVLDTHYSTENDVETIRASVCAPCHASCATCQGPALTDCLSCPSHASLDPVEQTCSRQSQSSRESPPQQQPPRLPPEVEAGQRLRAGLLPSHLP
PERK inh – blocks human PERK kinase. Q9NZJ5. CHO PERK-DD fusion, SEAP luminescence translation reporter. inhibition, % at 5.6 µM. 0.17% of 220,000 active. AID 1416;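 active means inhibition above the mean inhibition of all tested compounds plus 3 SD, set separately per screening campaign, cut at about 2.9% in these data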;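 further: PERK kinase domain activated by AP20187 dimerizer at 100 nM; 0% = DMSO with dimerizer and 100% = rapamycin at 8.4 µM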
FXIIa inh – inhibitors of human coagulation factor XIIa | purified FXIIa, Boc-QGR-AMC fluorogenic substrate, 2 h | 0.3% of 220,000 active | inhibition, % at 5 µM | P00748; in the data active means inhibition above about 40%;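 further: 0% = enzyme with no compound and 100% = blank without enzyme; many of its hits are not listed in these tables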
Active calls of the source: *; nt = not tested or not shown; [ ] = remark or other dose. Outcome played no part in choosing rows. About 4.4% of those tested had a hit in this group.

SMILES	p97 inhibitor	Cl transport mod	Thrombin inh	hK5 inh	Wee1 degr inh	FXIa inh 1536	Furin inhibitor	PERK inh	FXIIa inh
CC(=O)C1=C(O)C(=O)N(c2ccc(Br)cn2)C1c1ccc(F)cc1 (stereo unspecified)	5	-1.8	-2	-1	11*	-2	-23	1.5	nt
Cc1ccc(-n2c(SCC(N)=O)nnc2-c2ccccn2)cc1	2	0.47	-4	-19	-2	4	-27	1.6	6
CC(=O)Nc1ccc(-c2csc(NCc3ccco3)n2)cc1	-1	0.02	3	-6	1	10	-24[20 µM]	1.2	15
CC/C(=N\NC(C)=O)c1ccc(OC(F)F)cc1	0	-0.36	-2	1	2	-1	-23	-0.5	8
CCSc1nnc(-c2ccccc2N=Cc2c(C)[nH]n(-c3ccccc3)c2=O)c(=O)[nH]1	7	-0.43	2	-8	2	6	-23	1.4	10
CCCC(C(=O)O)n1c(O)c(C=C2N=c3ccccc3=N2)sc1=S (stereo unspecified)	2	-1.1	-9	2	-1	3	10	1.4	4
COc1ccc(CC(=O)NCc2nnc(SCC(=O)Nc3ccccc3)n2C)cc1	3	-0.38	3	nt	0	1	-17	1.0	11
Cc1cc(=O)c2ccccc2n1CC(=O)NCc1ccccc1	-1	0.44	-2	-19	4	1	10	-0.6	10
CCCCNC(=S)NNC(=O)c1ccc2c(c1)OCO2	-2	0.23	-14	-14	-1	-8	-24	-0.3	-1
CCOC(=O)c1c(CN(C)C)n(-c2ccccc2)c2cc(Br)c(OC)cc12	0	0.4	-2	-18	0	5	-30	-0.4	9
c1ccc(-c2nnc(SCc3cn4ccsc4n3)o2)cc1	4	-1.7	2	-5	1	-6	-22	0.6	10
COc1ccccc1NC(=O)COC(=O)c1c[nH]c(=O)[nH]c1=O	-1	0.35	-5	-3	-1	-3	-19	0.6	4
C/C(=N/Oc1nc(C)cc(C)n1)c1ccc(Cl)cc1Cl	-1	-0.62	2	-4	0	1	-25[20 µM]	-0.3	8
COc1cccc(OCc2nnc(SC)n2C)c1	6	0.37	-5	-2	-4	-3	-23	1.5	15
O=C(Nc1ccccc1C(F)(F)F)c1ccc(CN2CCC(Cc3ccccc3)CC2)cc1	-10	0.71	-5	0	-2	-4	-4	-0.7	7
CCC(C)NCC(O)COCc1ccc(Cl)cc1 (stereo unspecified)	1	-0.01	-2	-1	1	-15	-18[20 µM]	-0.1	11
CCOC(=O)C(CCCOc1ccccc1)C(=O)OCC	1	-0.23	2	7	0	-14	-9[20 µM]	-0.2	18
COc1ccc(N2C(C)=CS/C2=C(/C#N)c2nnc(N3CCOCC3)n2-c2ccccc2)cc1	3	nt	0	1	3	14	5	-0.4	9
CCN(CC)CCOC(=O)c1ccc([N+](=O)[O-])cc1	9	1.1	-14	1	-3	-1	-18	-0.1	3
COc1ccc(CCN(Cc2ccccn2)C(=S)Nc2ccc(C)cc2)cc1OC	4	-0.16	-2	2	-2	-2	-25	0.4	10
O=c1c(-c2nnc(SCc3ccc(Cl)cc3Cl)o2)cccn1Cc1ccccc1	0	-0.99	-10	-242	-1	-33	-43[20 µM]	0.6	-13
CCOC(=O)C1=C(N)Oc2c(oc(CO)cc2=O)C1c1ccc(F)c(F)c1 (stereo unspecified)	10	-0.41	-3	3	1	4	-20	1.6	12
Cc1cc(C)c2sc(N(CCN(C)C)C(=O)c3c(F)cccc3F)nc2c1	-2	-0.32	0	1	-3	4	-30	-0.1	6
Cc1cccc(CCNC(=O)C2CCC(=O)N2Cc2ccc(F)cc2)c1 (stereo unspecified)	1	-0.035	-2	-3	-3	-1	-13[20 µM]	-0.1	11
O=C(NCC1COc2ccccc2O1)C1CCCN(S(=O)(=O)c2cnc[nH]2)C1 (stereo unspecified)	3	0.57	nt	nt	2	nt	-23	1.7	nt

Three structures from above, ordered by count of non-hydrogen atoms, high to low.
SMILES	p97 inhibitor	Cl transport mod	Thrombin inh	hK5 inh	Wee1 degr inh	FXIa inh 1536	Furin inhibitor	PERK inh	FXIIa inh
O=c1c(-c2nnc(SCc3ccc(Cl)cc3Cl)o2)cccn1Cc1ccccc1	0	-0.99	-10	-242	-1	-33	-43[20 µM]	0.6	-13
CCOC(=O)c1c(CN(C)C)n(-c2ccccc2)c2cc(Br)c(OC)cc12	0	0.4	-2	-18	0	5	-30	-0.4	9
c1ccc(-c2nnc(SCc3cn4ccsc4n3)o2)cc1	4	-1.7	2	-5	1	-6	-22	0.6	10

(continued)
SMILES	p97 inhibitor	Cl transport mod	Thrombin inh	hK5 inh	Wee1 degr inh	FXIa inh 1536	Furin inhibitor	PERK inh	FXIIa inh
Cc1ccc(/C=C/C(=O)c2ccccc2O)cc1	5	-0.21	-4	2	0	0	-14	0.7	3
CN(C)C(CNS(=O)(=O)c1ccc(Br)cc1)c1cccnc1 (stereo unspecified)	8	nt	2	-8	-3	5	-6[20 µM]	0.1	15
O=C1c2ccccc2C(=O)N1CCc1nc(-c2ccncc2)no1	4	nt	-1	3	2	1	-1[20 µM]	-0.6	6
Cc1nn(C(=O)c2cccs2)c(N)c1-c1ccccc1	3	0.12	-4	-1	4	4	-23	1.3	14
O=C(Cn1ncc2c(=O)oc3ccccc3c21)NCCCN1CCCC1=O	1	-0.035	-1	-7	-2	5	-12	1.2	15
CCCCOc1ccc(/C=C/C2=CC(C)(C)NC(=S)N2)cc1OCC	-2	0.73	1	-18	0	-7	-21	0.8	-3
Cc1ccc(N2C(=O)C(Cl)=C(NCc3ccccc3)C2=O)c(C)c1	-4	-1.5	-5	-1	0	-9	-10[20 µM]	0.3	5
COCCN(C(=O)C(C)C)c1nnc(-c2ccc(C(C)(C)C)cc2)s1	-4	0.6	-10	2	3	-1	-4	1.1	9
CC(C)CCNC(=O)CN(CC1CCCO1)C(=O)CCC(=O)Nc1ccccn1 (stereo unspecified)	3	0.088	-6	24	-3	-6	-30	1.1	1
Cc1cc(Oc2ccc(C#N)cc2)nc(NCc2ccccc2)n1	0	-0.27	-24	1	3	-1	8[20 µM]	-0.1	-4
O=C(COc1ccc(Br)cc1)Nc1ccncc1	-1	0.8	1	-7	0	1	-10[20 µM]	0.0	15
CCc1[nH]c(=O)[nH]c1C(C)S(=O)(=O)c1ccc(C)cc1 (stereo unspecified)	-4	0.14	-1	-5	-1	3	-17	0.0	7
O=C1[C@@H]2CSCN2C(=O)CN1CCc1cccc(F)c1	10	0.55	-7	-30	-3	3	-17	0.4	4
CCOc1cc(C2C(C(=O)c3ccco3)=C(O)C(=O)N2CCc2ccccc2)ccc1O (stereo unspecified)	-3	0.71	4	3	0	4	-11	0.0	20
O=C1C(C23CC4CC(CC(C4)C2)C3)C(=O)N(c2ccccc2)N1c1ccccc1	7	1.2	-4	-2	2	-16	-25[20 µM]	0.8	-12
N#Cc1ncc(Cl)c2ccccc12	-7	0.084	4	-2	1	0	-12	0.3	8
O=C1ON=C(c2ccccc2)/C1=C\c1ccco1	3	-2.2	2	-4	-2	9	-4	1.6	12
c1ccc(-c2noc(CN3CCN(c4ccccc4)CC3)n2)cc1	-8	nt	-3	-4	1	7	-30	1.1	15
CCOc1cccc(CNn2cnnc2)c1OCc1ccccc1	11	-0.064	-1	-6	-2	-6	4[20 µM]	0.9	3
Cc1c(-c2ccccc2)[n+](=O)c2c(n1[O-])CCCC2	-1	0.4	1	-10	-2	-8	-23	0.5	7
Cc1occc1C(=O)N/N=C/c1c[nH]c2ccccc12	-3	-0.043	-3	3	7	-6	6[20 µM]	0.5	-8
COc1ccc(-n2ncc3c(N4CCN(Cc5ccccc5)CC4)ncnc32)cc1	-6	-2.2	-5	-2	0	-6	-12	-0.9	1
O=C(COc1ccccc1Cl)Nc1cnn(Cc2ccccc2)c1	-3	-0.17	-5	-10	-2	-2	-9[20 µM]	-0.8	12
OCC1(CCOc2ccccc2)CCN(C2Cc3ccccc3C2)CC1	2	0.25	3	nt	2	2	-24	1.4	7
O=C(NC1CC1)c1ccc(F)cc1Cl	0	nt	-6	-15	-2	-9	-16[20 µM]	0.4	-1

The list continues.
SMILES	p97 inhibitor	Cl transport mod	Thrombin inh	hK5 inh	Wee1 degr inh	FXIa inh 1536	Furin inhibitor	PERK inh	FXIIa inh
CC(=O)NC1(C(F)(F)F)C(=O)NC(C)=C1C#N (stereo unspecified)	-1	nt	2	8	0	3	-11	2.5	17
O=C(CS(=O)(=O)c1ccccc1)Nc1nc(-c2ccc(F)cc2)cs1	6	-0.67	-15	-4	-2	-3	-28	0.3	-3
C=CCOC(=O)c1cn(CC)c2nc(C)ccc2c1=O	4	-0.54	-12	3	2	-3	-19	0.2	3
CC(=O)Nc1ccc(-c2ccc(NC(C)=O)c(O)c2)cc1O	11	1.2	-1	-1	-3	4	-24	0.3	11
CCn1c2ccccc2c2cc(NC(=O)COC(=O)c3ccccc3Br)ccc21	-1	0.06	-9	6	2	-16	-9	-0.3	-1
Cc1ccc(C(=O)N(CC(=O)NC2CCCC2)Cc2cccs2)s1	1	-0.1	-2	-5	-2	-3	-26	-0.8	-1
O=C(CN1CCC(NC(=O)Nc2ccccc2-c2ccccc2)CC1)NCc1ccco1	0	0.5	-3	-9	3	3	-16	0.4	11
COc1cc(OC)cc(C(=O)Nc2ccc(S(=O)(=O)Nc3nc(C)cc(C)n3)cc2)c1	3	nt	-8	-3	-3	-5	-21	1.3	4
CCCS(=O)(=O)c1c(S(=O)(=O)CCC)c2cc(CC)ccn2c1C(=O)OC	-4	0.092	2	2	1	5	-23	-1.9	7
O=C1C=C(c2ccccc2)C(=O)N1Nc1ccccc1	2	nt	1	10	-3	-8	-21[20 µM]	-0.4	21
Cc1ccc(-c2[nH]ncc2/C=N/n2c(COc3ccccc3C)nc3ccccc3c2=O)cc1	-3	-0.89	-1	-2	1	2	-20	-1.3	11
Cc1ccc(C)c(NC(=S)NC(NC(=O)N(C)C)C(Cl)(Cl)Cl)c1 (stereo unspecified)	-2	nt	-5	-27	4	-11	-11[20 µM]	0.1	-6
Cn1nnnc1SCc1cc(=O)n2ccsc2n1	5	0.27	-6	-19	7	0	-11	-0.5	11
N#CC1=C(c2ccccc2)/C(=C/c2ccccc2)OC1=O	6	nt	-2	-2	2	2	-12[20 µM]	1.1	9
C/C(N=Nc1nc2ccccc2s1)=N\Nc1ccccc1O	-4	1.7	0	-18	4	1	-10	-0.8	10
Cc1ccccc1NS(=O)(=O)c1cc(C(=O)Nc2cccc([N+](=O)[O-])c2)ccc1C	6	-0.69	-1	-20	1	3	-20	-0.2	6
O=C(NCCCn1ccnc1)/C(=C/c1cccnc1)NC(=O)c1ccco1	2	-0.37	-3	-2	-1	18	-22	0.3	9
CCOC(=O)C1=C(N)N(c2ccccc2)C2=C(C(=O)CCC2)C1c1cccnc1 (stereo unspecified)	2	-0.0052	-4	4	-1	10	-20	-0.5	7
C=CCN1c2ccccc2[C@]23C[C@@H](C(=O)OC)N(C(=O)c4ccc(Br)cc4)C2=NC(C(=O)OC)=C(C(=O)OC)[C@H]13	nt	-0.0082	2	4	nt	4	-22	nt	5
O=C(CCCOc1ccccc1)Nc1ccc(S(=O)(=O)N2CCOCC2)cc1	1	nt	3	-5	0	12	-24	0.5	20
Cc1oc(S(=O)(=O)N2CCCC2)cc1C(=O)Nc1ccc(F)cc1	4	-0.23	0	4	1	10	-37	1.2	10
CC(=O)c1c(C(C)=O)c(C)n(Cc2ccccc2)c1C	2	0.57	2	13	0	1	-13	-0.3	15
COC(=O)c1c(C)noc1-c1cc(C)on1	-2	-0.46	-1	-8	1	-7	-21[20 µM]	-0.2	4
CC(C)(C)NC(=O)C(c1ccco1)N(C(=O)Cn1nnc(-c2ccc(F)cc2)n1)c1ccccc1 (stereo unspecified)	3	1.1	nt	nt	-2	nt	-12[20 µM]	0.7	nt
